A549 viability – Nrf2 qHTS screen for inhibitors: counterscreen for cytotoxicity. A549 ARE-Fluc cells, CellTiter-Fluor viability, 18-24 h. Potency, µM (top dose mostly 46 µM), without a hit: at the highest dose activity change, negative = cytotoxicity, hits mostly inhibitors. hit rate 0.16% among 390,000; also: potency is read from the fitted curve at half-maximal effect; % is scaled to controls: 0 for no effect and ±100 for the full control effect
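Cytotoxicity counterscreen: CellTiter-Fluor fluorescence was measured in A549 ARE_Fluc cells after 18-24 h of compound exposure in a concentration series. The subsequent BugLite luminescent read reports ARE-luciferase activity.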
HepG2 viability – qHTS for Inhibitors of TGF-b: Cytotox Counterscreen. HepG2 CAGA-GFP viability, ATP luminescence, 18 h. Potency, µM (highest dose often 46.1 µM), inactives show top-dose activity change, negative = cytotoxicity, most hits filed as cytotoxic. hit rate 0.76% among 410,000; also: potency is read from the fitted curve at half-maximal effect; some results filed as inactive show a strong effect at the top dose
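CellTiter-Glo luminescence gave cytotoxicity after 18 hours at 37 degrees C. The cells were HepG2 CAGA-GFP in 1% FBS DMEM, stimulated with 500 pg/mL TGF-beta after compound addition. %Activity was normalised to no-cell wells (complete cell-killing) and DMSO (no toxicity), and curves were fitted and classified.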
Mm-Cpn inhibitor – Inhibitors of TCP-1 ring complex (TRiC) of Methanococcus maripaludis (MmCpn): qHTS | Chaperonin Mm-Cpn (Methanococcus maripaludis) | purified Mm-Cpn ATPase, ADP Transcreener TR-FRET | Potency, µM (doses to about 76.9 µM), for inactives: top-dose activity, negative = inhibition, hits mostly inhibitors | hit rate 0.031% among 330,000; also: potency is read from the fitted curve at half-maximal effect; % is scaled to controls: 0 for no effect and ±100 for the full control effect; nearly all actives have a fitted effect of over 80% in size
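ATPase turnover read by TR-FRET ADP competition (Eu cryptate antibody/ADP-d2, 665/590 nm): 10uM ATP final, 25nM Mm-CPN final, 30 min 37degC after 10-min compound preincubation, pH 7.4 Tris/KCl/MgCl2/DTT buffer.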
pAkt inh – HTS Assay for Inhibitors of Akt Phophorylation: Primary Screen | hit rate 0.32% among 360,000 | Neuro2A IGF-stimulated pAkt S473 HTRF, 20 min; stronger effect = lower value | AID 651550, 2012 | activity change, % for hits at 50 µM; in the data active = activity change below about -80%; inconclusive = mostly about -51% to -80%; also: % is scaled to controls: 0 for no effect and ±100 for the full control effect
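Neuro2A cells (4,500/well, DMEM with 0.5% FBS) were treated with compound at a single 50 µM final concentration, stimulated with 6 nM IGF for 20 min at 37 °C, and lysed. Phospho-Akt Ser473 was read by HTRF as 665/615 ratio ×10^4.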
Abeta yeast res – qHTS for compounds that reverse cellular toxicity of Amyloid beta (A-beta) peptide in yeast: Primary Screen. hit rate 0.063% among 410,000. yeast expressing A-beta42, growth rescue, OD600, 48 h; response scale: 0% DMSO, 100% iron-clioquinol control. Potency, µM (doses to about 46.1 µM), for inactives: at the highest dose growth rescue, hits mostly activators; also: potency is read from the fitted curve at half-maximal effect; nearly all actives have a fitted effect of over 55% in size
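Growth rescue measured by 600 nm absorbance after 48 h yeast culture at 30 C with compound. Values normalized between DMSO and an equimolar ferric chloride plus clioquinol control.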
Nrf2 activator – qHTS of Nrf2 Activators | AREc32 ARE-luciferase reporter (MCF7-derived line), luminescence, 24 h | hit rate 0.31% among 410,000 | Potency, µM (titrated, usually from 46.1 µM), without a hit: at the highest dose activation, hits mostly activators; also: potency is read from the fitted curve at half-maximal effect; % of control where 0% means no effect; nearly all actives have a fitted effect of over 65% in size
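Quantitative high-throughput format: AREc32 reporter cells, 1000 per well, received compound by pin transfer and were incubated 24 hr at 37 deg C, 5% CO2, before Steady-Glo luminescence detection.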
TGFb SMAD3 inh – qHTS for Inhibitors of TGF-b; HepG2 CAGA-GFP TGF-b/SMAD3 reporter, GFP fluorescence, 18 h; TGF-beta stimulated, 500 pg/mL final; Potency, µM (series often up to 46.1 µM), for inactives: top-dose activity, negative = inhibition, actives largely listed as inhibitors; hit rate 1.2% among 410,000; AID 588855, 2011; also: potency is read from the fitted curve at half-maximal effect; % is scaled to controls: 0 for no effect and ±100 for the full control effect; nearly all actives have a fitted effect of over 65% in size
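GFP signal (ex488/em500-530) from TGF-beta-stimulated HEPG2 CAGA-GFP cells, 500 pg/mL final, 18 h at 37 degrees C in DMEM plus 1% FBS, normalized to unstimulated and DMSO-stimulated controls.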
Nrf2 block – Nrf2 qHTS screen for inhibitors; A549 ARE-Fluc reporter, luciferase luminescence, 18-24 h; Potency, µM (series often up to 46 µM), for the others: top-dose activity change, negative = inhibition, most hits filed as inhibitors; hit rate 2.1% among 360,000; also: potency is read from the fitted curve at half-maximal effect; % is scaled to controls: 0 for no effect and ±100 for the full control effect; nearly all actives have a fitted effect of over 60% in size
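Reporter: ARE-Fluc in A549. Exposure: 18-24 h, 37 °C, 5% CO2, 5% FBS OPTI-MEM. Readouts: fluorescent cytotoxicity (CellTiter-Fluor), then luminescent Nrf2 signal after BugLite.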
CCT modulator – High-Throughput Screening for Modulators of Cytosolic Chaperonin Activity. activity change, % (concentration not given with the values), hits read low. purified chaperonin ATPase assay, HTRF ADP detection, 30 min. hit rate 0.3% among 360,000; in the data active = activity change below about -30%; also: % is scaled to controls: 0 for no effect and ±100 for the full control effect
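Nucleotide hydrolysis assay: TRiC at 20–40 nM final (set by batch activity) with 10 uM ATP, 30 min at 37 °C, in presence of 76 uM compound. Detection by competitive ADP HTRF, 30 min ambient.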
* hit, by the source's call; i = inactive; u = inconclusive; x = no result given; & = joins results of further samples; [ ] = another dose, or the depositor's remark. Unless noted, calls follow the shape of the dose curve; as a rule, active = well fitted curve in the direction sought with a large enough effect; inconclusive = small, poorly fitted or top-dose-only effect, or another doubt; inactive = no such curve, though single readings can be large; an effect the other way counts as inactive or inconclusive. The order is random; about 4.3% have a hit in one of these screens.

#1 C#CCOCCOCCOCCNc1nc(N2CCN(C(=O)CCCCCCCCCCNC(=O)[C@H](CCCCN)n3cc(CCO)nn3)CC2)nc(N2CCN(C(=O)CCCCCCCCCCNC(=O)[C@H](CCCN=C(N)N)n3cc(C[C@@H](C)CC)nn3)CC2)n1
#2 CCc1nc2ccc(C(=O)Nc3ccc(NC(C)=O)cc3)cn2c1N(C)CCCc1ccccc1
#3 Cc1cccc(-n2c(SCC(N)=O)nnc2-c2ccco2)c1
#4 CCOc1ccccc1CNC(=O)c1sc2ncccc2c1-n1cccc1
#5 Cn1nnnc1SCCNC(=O)C1CCC(=O)N(CCc2cccc(F)c2)C1 (stereo not drawn)
#6 CCC(=O)Nc1cc(OC)c(NC(=S)Nc2ccccc2CC)cc1OC
#7 Cc1ccc(NS(=O)(=O)c2ccc3c(c2)n(C)c(=O)n3C)cc1C
#8 CCOC(=O)[C@]12CCC=C1N(Cc1ccc3c(c1)OCO3)C(=O)[C@H](CC(=O)NCc1ccc(OC)c(OC)c1)C2
#9 COC(=O)COc1cccc(/C=N/NC(=O)CCSc2ccccc2)c1
#10 O=C(Nc1ccc(N=Nc2ccccc2)cc1)c1ccc(Cl)cc1Cl
assay / compound	1	2	3	4	5	6	7	8	9	10
A549 viability	u	x	5%	11%	2%	x	7%&-1%&1%	x	2%	u
HepG2 viability	-109%	-104%	-1%	-17%	4%	-1%	-22%&-21%	x	-1%	-4%
Mm-Cpn inhibitor	-11%	x	-1%	x	0%	x	-1%	x	0%	-3%
pAkt inh	i	i	i	x	x	i	i	i	i	i
Abeta yeast res	-72%[inhibitor]	14%	-6%	-15%	-17%	6%	6%&-8%	3%	-11%	20%
Nrf2 activator	-5.7%	0.3%[9.22 µM]	-0.5%	3.3%	-0.8%	-1.3%	0.6%&1.4%	0.3%	-0.3%	0.1%
TGFb SMAD3 inh	u	u	1%	u	-16%	-4%	-11%&-13%	x	-20%	0%
Nrf2 block	u	x	u	x	7%	x	u	x	-4%	u
CCT modulator	-1.8	0.0	-2.0	x	0.1	-2.5	-2.6	1.0	-4.7	3.6

#11 C=CCN1C(=O)C(Cc2ccc(OCC)cc2)SC1=Nc1ccc(C(=O)O)cc1 (stereo not drawn)
#12 COC(=O)C1CCCCN1C(=O)c1ccc2oc(C(C)C)nc2c1 (stereo not drawn)
#13 O=C(O)CSc1nnc(-c2ccncc2)n1-c1ccc(Cl)cc1
#14 O=C(CSc1nnc(Cn2c(=O)sc3ccccc32)n1-c1ccccc1)Nc1nccs1
#15 C=CCOc1ccccc1/C=N/NC(=O)Cc1ccc(C)cc1
#16 COc1cc(C(CCN2CCOCC2)c2c(OC)cc(OC)c3c(-c4ccccc4)cc(=O)oc23)cc(OC)c1OC (stereo not drawn)
#17 CCCc1nnc(SCC(=O)Nc2cccc(Cl)c2Cl)o1
#18 CCOC(=O)[C@H]1[C@H]2COc3ccc(Cl)cc3[C@@H]2N2C(=O)CNC(=O)[C@@]12C
#19 O=C(CN(C(=O)CCC(=O)Nc1nccs1)C1CCCC1)NCc1ccc2c(c1)OCO2
#20 O=C(Nc1cc(S(=O)(=O)N2CCCC2)ccc1OCC(F)(F)F)c1ccc(F)cc1
assay / compound	11	12	13	14	15	16	17	18	19	20
A549 viability	-5%	0%	-9%	3%	-2%	-23%	-4%	1%	-2%	11%
HepG2 viability	-4%	28%	-4%	-21%	-41%	11µM*	-1%	-9%	3%	-27%
Mm-Cpn inhibitor	-2%	-1%	-2%	1%	2%	1%	1%	0%	1%	-4%
pAkt inh	i	i	i	i	i	i	i	i	i	i
Abeta yeast res	4%	-1%	3%	-14%	-16%	3%	-8%	-18%	-1%	-2%
Nrf2 activator	-0.3%	0.0%	-0.2%	0.2%	12%	9.0%	0.1%	-0.6%	-0.7%	0.1%[9.22 µM]
TGFb SMAD3 inh	1%	1%	-20%	10%	u	u	7%	0%	0%	-22%
Nrf2 block	-13%	5%	-4%	-6%	7%	3%	-6%	-3%	-3%	18%
CCT modulator	-2.9	-0.1	0.0	-3.4	0.8	-1.7	1.5	-0.8	-3.3	-1.4

#21 COc1ccccc1NC(=O)N1CCN(C)CC1
#22 CCc1ccc(-n2c(=O)c3c4c(sc3n(CC(=O)NCCCOC)c2=O)CCCC4)cc1
#23 Cc1ccc(Cc2c(-c3ccccc3)nc3ccc(Br)cn23)cc1
#24 CC(=O)Nc1ccc(NC(=O)c2ccc3c(c2)N(Cc2cccc(Cl)c2)C(=O)c2ccccc2S3=O)cc1 (stereo not drawn)
#25 CCn1c(=O)n(CC)c2cc([N+](=O)[O-])ccc21
#26 Cc1c(C(=O)NCCCN2CCCC2=O)oc2ccccc12
#27 O=C(NCc1ccco1)C1CCCN1C(=O)Nc1ccc(Cl)cc1 (stereo not drawn)
#28 CCc1ccc(N(CC(=O)Nc2sc3c(c2C(=O)OC)CCCC3)S(C)(=O)=O)cc1
#29 Cc1ccc(NC(=O)C(Nc2ccccc2)c2ccccc2)cc1 (stereo not drawn)
#30 c1ccc2[nH]c(CN3CCCCC3)nc2c1
assay / compound	21	22	23	24	25	26	27	28	29	30
A549 viability	-1%	-6%	x	0%	-16%	4%	-2%	0%	5%	-2%
HepG2 viability	7%	-6%	-30%	-14%	-1%	5%	4%	6%	-8%	4%
Mm-Cpn inhibitor	2%	x	x	x	0%	1%	2%	0%	2%	1%
pAkt inh	i	x	i	x	x	i	i	i	i	i
Abeta yeast res	-19%	-15%	-18%	8%	1%	-2%	-17%	7%	-4%	11%
Nrf2 activator	-0.2%	-0.6%	11%	5.0%	0.4%	2.2%	-0.1%	-0.7%	4.1%	-0.4%
TGFb SMAD3 inh	10%	0%	u	u	-5%	-13%	9%	2%	-10%	0%
Nrf2 block	0%	-2%	x	x	-9%	x	-9%	u	-1%	25%
CCT modulator	1.1	x	-29	x	-1.0	2.3	-2.1	-2.1	1.5	-0.4

#31 COc1ccc(-c2nc(Cn3c(SCc4ccc(C)cc4)nc4cccnc43)c(C)o2)cc1OC
#32 CN(C)c1ncc(S(=O)(=O)c2ccc(Cl)cc2)c(-c2ccc(Cl)cc2Cl)n1
#33 C/C(=N/NC(=O)c1ccco1)c1ccc(Br)s1
#34 COc1ccc(/C(C)=N/Nc2ccccc2Cl)c(O)c1
#35 CCc1ccc(OCC2c3cc(OC)c(OC)cc3CCN2C(=S)NCCOC)cc1 (stereo not drawn)
#36 S=c1[nH]nc(COc2ccc(Cl)cc2)n1Cc1ccco1
#37 CC(=O)Nc1nnc(CCS(=O)(=O)c2ccc(C)cc2)s1
#38 CCCCOCCCNC(=O)c1ccc(NC(C)=O)cc1
#39 COc1ccc(CSc2nncn2N)cc1Br
#40 CCc1nnc(NC(=O)CCC(=O)N2CCN(Cc3cc(F)ccc3OC)CC2)s1
assay / compound	31	32	33	34	35	36	37	38	39	40
A549 viability	-30%	17%	3%	0%	2%	0%	2%	-1%	-9%	-13%
HepG2 viability	-32%	-27%	-21%	0%	-13%	-1%	-11%	-2%	15%	0%
Mm-Cpn inhibitor	x	-1%	0%	3%	1%	1%	x	0%	2%	-2%
pAkt inh	x	i	i	i	i	i	i	x	i	i
Abeta yeast res	12%	4%	-4%	-17%	13%	13µM*	-8%	-8%	7%	-3%
Nrf2 activator	-1.5%	2.6%	19%	16%	0.6%	4.9%	0.3%	-0.4%	-0.7%	-0.8%
TGFb SMAD3 inh	10µM*	u	9%	2%	u	-8%	-9%	20%	27%	6%
Nrf2 block	u	-24%	u	u	-16%	-12%	-12%	8%	-8%	u
CCT modulator	x	-19	0.5	2.6	-1.1	-3.9	-1.1	-0.2	-0.9	-0.6

#41 CCOC(=O)C1CCN(C(=O)CCNC(=O)Cn2ccc3ccccc3c2=O)CC1
#42 NC(=O)c1cccnc1Nc1cccc(F)c1
#43 Cc1ccc2nc(NC(=O)[C@H](C)N3C(=O)C4CC=CCC4C3=O)sc2c1 (stereo partly drawn)
#44 CCCCN(C(=O)c1ccc(-c2ccc(Cl)cc2)o1)c1c(N)n(CCCC)c(=O)[nH]c1=O
#45 O=C(CSc1nc2ccccc2[nH]1)NC1CCCc2ccccc21 (stereo not drawn)
assay / compound	41	42	43	44	45
A549 viability	1%	4%	1%	u	6%
HepG2 viability	0%	-2%	6%	2%	-2%
Mm-Cpn inhibitor	1%	0%	-1%	1%	0%
pAkt inh	i	i	i	i	i
Abeta yeast res	7%	-5%	16%	-21%	17%
Nrf2 activator	0.0%	2.5%	-0.7%	7.5%	0.2%
TGFb SMAD3 inh	-3%	-13%	13%	-6%	-11%
Nrf2 block	4%	15%	u	u	1%
CCT modulator	-0.3	-1.5	1.3	0.4	0.5

Single records, from the list above.
CCCCN(C(=O)c1ccc(-c2ccc(Cl)cc2)o1)c1c(N)n(CCCC)c(=O)[nH]c1=O is entered as A549 viability: u; HepG2 viability: 2%; Mm-Cpn inhibitor: 1%; pAkt inh: i; Abeta yeast res: -21%; Nrf2 activator: 7.5%; TGFb SMAD3 inh: -6%; Nrf2 block: u; CCT modulator: 0.4
O=C(CSc1nc2ccccc2[nH]1)NC1CCCc2ccccc21 (stereo not drawn) is entered as A549 viability: 6%; HepG2 viability: -2%; Mm-Cpn inhibitor: 0%; pAkt inh: i; Abeta yeast res: 17%; Nrf2 activator: 0.2%; TGFb SMAD3 inh: -11%; Nrf2 block: 1%; CCT modulator: 0.5

Bioassay records deposited in PubChem by National Center for Advancing Translational Sciences (NCATS).
